HttQ103 aggreg = mutant huntingtin aggregation inhibition. Potency, µM (doses to about 46.1 µM), without a hit: at the highest dose activity change, negative = inhibition, hits mostly inhibitors. PC12 HttQ103-GFP aggregates, Acumen cytometry, 40 h. 220,000 compounds, 1.1% hits. AID 1688; note: % is set by controls: 0 for no effect and ±100 for the full control effect; nearly all actives have a fitted effect of over 60% in size
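Compounds (qHTS titration) were added to PC12 cells expressing an ecdysone-driven HTT exon 1 Q103–GFP fusion after induction with 100 nM tebufenozide. Aggregate formation was measured as GFP objects in cell lysates.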
GAA inhib = blocks human lysosomal alpha-glucosidase; 200,000 compounds, 0.005% hits; purified human GAA, 4-MU-alpha-glucoside fluorescence; Potency, µM (doses to about 76.9 µM), inactives show at the top dose activity change, negative = inhibition, hits mostly inhibitors;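 note: plate controls were uninhibited enzyme wells for no effect and no-enzyme background for full effect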
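AC50 values come from Hill fits of compound titrations (up to 77 uM) against 4 nM human enzyme. Substrate 4-methylumbelliferyl-alpha-D-pyranoside at 400 uM, pH 5.0 citrate buffer, 20 min room temperature; fluorescence Ex 365/Em 440 after alkaline stop.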
GAA spleen mod = inhibitors or activators of human alpha-glucosidase in spleen homogenate | AID 2112 | Potency, µM (series often up to 79.9 µM), for inactives: at the top dose activity change, negative = inhibition, hits mostly inhibitors | 240,000 compounds, 0.006% hits | P10253 | human spleen homogenate, 4-MU-alpha-glucoside fluorescence;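 note: 0% = enzyme with vehicle and -100% = no enzyme basal signal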
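Human spleen homogenate (1 ug) with 4-methylumbelliferyl-alpha-D-glucopyranoside (1 mM final) in 50 mM citrate/phosphate pH 5.0, 0.01% Tween-20; 40 min at 37 C. Stopped at pH 10; 4-MU fluorescence Ex 365/Em 440 nm; AC50 by Hill fit.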
HTT cytoprotect = Huntington cell model cytoprotection by ATP luminescence | Potency, µM (titrated, usually from 56.4 µM), inactives show cytoprotection (ATP increase), usual class: activators | 230,000 compounds, 0.14% hits | PC12 HTT-Q103 induced, cytoprotection, ATP luminescence, 40 h;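 note: % of control where 0% means no effect; nearly all actives have a fitted effect of over 45% in size; toxic huntingtin expression switched on by the ecdysone agonist tebufenozide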
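Rat PC12, Q103 Htt exon1-GFP fusion, ecdysone promoter; tebufenozide inducer 100 nM final; compound titration; qHTS, 1500 cells/well; ATPlite luminescent read.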
RGS12 GoLoco inh = inhibitors of human Gai1-RGS12 GoLoco interaction (red fluorophore) | Gai1:RGS12 GoLoco peptide FP, rhodamine, 10 min | Potency, µM (highest dose often 61.6 µM), inactives show at the top dose activity, negative = inhibition, hits mostly inhibitors | 230,000 compounds, 0.44% hits; active = well fitted inhibition curve with a large enough effect, not every such curve was filed as active; inactive = no such curve, though single readings can be large or run the other way; note: % is set by controls: 0 for no effect and ±100 for the full control effect; nearly all actives have a fitted effect of over 30% in size; many of its hits are not listed in these tables
Target sequence (P63096 whole entry, looked up): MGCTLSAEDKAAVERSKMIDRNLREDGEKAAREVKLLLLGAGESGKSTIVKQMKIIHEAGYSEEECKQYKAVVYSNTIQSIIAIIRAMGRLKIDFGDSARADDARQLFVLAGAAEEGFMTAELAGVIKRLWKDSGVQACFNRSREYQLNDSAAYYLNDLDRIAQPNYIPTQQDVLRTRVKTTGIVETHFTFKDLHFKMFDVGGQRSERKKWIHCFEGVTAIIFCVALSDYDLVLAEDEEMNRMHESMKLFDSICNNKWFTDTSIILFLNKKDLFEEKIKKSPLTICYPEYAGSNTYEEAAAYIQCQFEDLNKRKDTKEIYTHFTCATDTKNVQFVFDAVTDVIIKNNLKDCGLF
IMPase Li inh = IMPase inhibition in cells with lithium potentiation; AID 1457; 210,000 compounds, 0.35% hits; Potency, µM (top dose mostly 59.4 µM), inactives show at the highest dose activity, negative = IMPase inhibition, most hits filed as inhibitors; CHO-M1 cells, IP1 TR-FRET (IP-One), carbachol + lithium;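 note: IP1 builds up when IMPase is blocked and the TR-FRET signal falls; plate controls were basal vehicle for no effect and high inhibitor control for full effect; nearly all actives have a fitted effect of over 50% in size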
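IP1 accumulation measured by competitive TR-FRET in lysed CHO-M1 cells after 30 min compound exposure at 37C, with a small lithium addition to potentiate weak responses. Hill-equation AC50 from ratio and donor-channel data.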
GAA glycogen mod = inhibitors or activators of human alpha-glucosidase glycogen cleavage. P10253. recombinant GAA, glycogen substrate, Amplex Red glucose oxidase fluorescence. Potency, µM (titrated, usually from 76.4 µM), for the others: at the top dose activity change, negative = inhibition, usual class: inhibitors. 300,000 compounds, 0.38% hits. AID 2100;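 note: 0% = full enzyme reaction and -100% = no-enzyme basal signal; the screen sought inhibitors and activators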
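Recombinant enzyme (4 nM final) with compounds titrated up to 77 uM and bovine liver glycogen (30 ug) in citrate pH 5.0, 0.01% Tween-20, 37 C 40 min. Released glucose detected by Amplex Red/glucose oxidase (Ex 573/Em 610); AC50 from Hill fits.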
The depositor's hits bear a star; ? = inconclusive; . = not tested or not shown; [ ] = remark or other dose. Unless noted, calls come from the whole dose curve; as a rule, active = well fitted curve in the direction sought with a large enough effect; inconclusive = small, poorly fitted or top-dose-only effect, or another doubt; inactive = no such curve, though single readings can be large; an effect the other way counts as inactive or inconclusive. Potency is the fitted concentration of half-maximal effect. A portion of the library; count on the stated rates, not on these rows.

no.	smiles	GAA glycogen mod	GAA spleen mod	IMPase Li inh	GAA inhib
1	CCOC(=O)N/N=C(/c1ccccc1)C1CCCCC1	-4.2%	-5.0%	5.2%	3.4%
2	CCOc1ccc(Br)cc1S(=O)(=O)NCCN(C)C	1.5%	-1.7%	-6.9%[38.3 µM]	?
3	Cc1ccc(C(C(=O)Nc2ccc3c(c2)OCO3)N(C)C(=O)/C=C\c2ccc3c(c2)OCO3)cc1 (centres undefined)	-2.3%	-1.2%	9.7%	-32.6%
4	CCOc1ccccc1NC(=O)CSc1nnnn1-c1ccc(C(=O)OC)cc1	6.0%	-8.7%	14.7%[38.3 µM]	7.1%
5	C=CCN1C(=O)C2C3CC(=O)C(c4ccccc43)C2C1=O (centres undefined)	3.5%	-1.8%	1.6%	8.2%
6	COc1ccc(C2NC(=O)c3n[nH]c(C)c32)c(OC)c1 (centres undefined)	9.8%	3.6%	-2.2%[38.3 µM]	-16.1%[15.4 µM]
7	COc1ccccc1C(=O)NCc1ccccn1	1.0%	0.6%	7.0%	8.2%
8	COc1ccc(Nc2nc(Cl)nc(Nc3ccc(OC)cc3OC)n2)c(OC)c1	-6.6%	-7.6%	14.9%	?
9	c1ccc(-c2noc(CC3CCCCC3)n2)cc1	2.4%	-0.4%	18.4%	6.6%
10	CCOC(=O)C1=NN(C(=O)Nc2cccc(C(F)(F)F)c2)C2C(=O)N(c3cccc(C(F)(F)F)c3)C(=O)C12 (centres undefined)	0.0%	-14.3%	-10.8%	-6.3%

no.	HttQ103 aggreg	HTT cytoprotect	RGS12 GoLoco inh
1	-1.4%	-16.8%	5.7%
2	4.8%	-3.3%	-1.0%
3	14.9%	-7.5%[10 µM]	0.0%
4	-5.5%	-1.6%[10 µM]	4.7%
5	6.7%	-4.2%	-7.8%
6	24.6%	7.8%	3.6%
7	-9.1%[9.22 µM]	-4.0%[10 µM]	9.4%
8	0.0%[9.22 µM]	0.5%[10 µM]	4.5%
9	14.8%	-0.7%	6.2%
10	-13.8%	6.3%[10 µM]	2.7%

(continued)
no.	smiles	GAA glycogen mod	GAA spleen mod	IMPase Li inh	GAA inhib
11	COc1ccc(Cc2noc(CN3CCNC(=O)CC3)n2)cc1OC	5.5%	-2.1%	-4.4%	-1.6%
12	C/C(=N\N=C1\NC(=O)CS1)c1cccs1	-8.2%	0.5%	-0.1%	0.1%
13	COc1c(Cl)cc(Cl)cc1/C=N/n1cnnc1	7.1%	-12.7%	9.8%[38.3 µM]	0.3%
14	Cc1ccc(NC(=O)CNC2CCS(=O)(=O)C2)cc1C (centres undefined)	13.8%	.	10.4%	-9.7%
15	COC(=O)CSc1[nH]c2ccc(Br)cc2c1[N+](=O)[O-]	10.9%	-0.1%	2.5%	-0.3%
16	COc1cccc(C(=O)OCC(=O)Nc2ccccc2N2CCOCC2)c1	-0.5%	-5.1%	13.4%[38.3 µM]	-6.8%
17	CCOC(=O)CC(=O)CSc1nnc2sc3ccccc3n12	-6.1%	5.5%	-0.8%[38.3 µM]	3.2%
18	Cc1ccc2c(c1)N(CCCC(=O)NCCCN1CCCC1=O)C(=O)CO2	1.2%	-4.3%	1.0%	3.5%
19	O=C(NCCCn1ccnc1)c1cn(-c2ccccc2)nc1-c1ccc(F)cc1	1.5%	0.2%	0.7%[38.3 µM]	2.0%
20	Cc1ccc(C)c(N(C(=O)Cc2cccs2)C(C(=O)NC2CCCC2)c2ccc(C)o2)c1 (centres undefined)	-1.2%	-20.1%	35.4%[activator][38.3 µM]	-7.2%

no.	HttQ103 aggreg	HTT cytoprotect	RGS12 GoLoco inh
11	1.0%	16.7%	4.2%
12	0.0%	11.3%	-6.8%
13	21.9%	-15.5%	-11.7%
14	0.6%	-37.5%[inhibitor]	-20.5%
15	-3.6%	-16.4%	2.3%
16	-4.1%	7.8%	8.6%
17	2.9%	-13.9%	-2.5%
18	-10.4%	8.6%	-3.1%
19	-26.7%	-36.4%	0.9%
20	12.3%	35.5%[10 µM]	0.9%

Continued, starting with the last two of the part before.
no.	smiles	GAA glycogen mod	GAA spleen mod	IMPase Li inh	GAA inhib
19	O=C(NCCCn1ccnc1)c1cn(-c2ccccc2)nc1-c1ccc(F)cc1	1.5%	0.2%	0.7%[38.3 µM]	2.0%
20	Cc1ccc(C)c(N(C(=O)Cc2cccs2)C(C(=O)NC2CCCC2)c2ccc(C)o2)c1 (centres undefined)	-1.2%	-20.1%	35.4%[activator][38.3 µM]	-7.2%
21	O=C(Cc1ccccc1)Nc1cccc(NC(=O)c2cccs2)c1	-7.2%	1.9%	-0.8%	-37.4%
22	O=C(O)C1CC(=O)N(CCc2ccccc2)C1 (centres undefined)	9.4%	-4.3%	38.5%[38.3 µM]	3.7%
23	Cc1[nH]nc(SCC(=O)NCC(C)C)c1[N+](=O)[O-]	-9.7%	-1.4%	0.0%	0.6%
24	CCCCOc1ccc(-c2ncc(N)cn2)cc1	-2.6%	6.6%	.	.
25	CN1CCN(/C=N/c2c(C#N)cnn2C)CC1	3.9%	-2.0%	11.5%[38.3 µM]	5.0%
26	O=C1CC2(CCCC2)CC(=O)N1CCNCC1COc2ccccc2O1 (centres undefined)	.	-4.1%	6.1%	.
27	O=c1c(O)cc(C2Oc3cc(O)cc(O)c3CC2O)cc2c(C3Oc4cc(O)cc(O)c4CC3O)cc(O)c(O)c12 (centres undefined)	.	4.1%	-1.2%	.
28	Cc1ccc(S(=O)(=O)N(C)C)cc1NC(=O)c1cncc(Br)c1	4.9%	-0.3%	-3.5%	-1.6%
29	N#Cc1ccccc1NC(=O)CSc1nccn1CCc1ccccc1	-8.2%	3.0%	20.6%[38.3 µM]	-4.2%
30	O=C(CNc1ccccc1C(=O)O)c1ccccc1	-9.3%	0.2%	.	.

no.	HttQ103 aggreg	HTT cytoprotect	RGS12 GoLoco inh
19	-26.7%	-36.4%	0.9%
20	12.3%	35.5%[10 µM]	0.9%
21	-11.4%[9.22 µM]	-11.1%[10 µM]	1.4%
22	-23.3%	12.2%	-9.5%
23	-9.8%	14.5%	6.6%
24	-15.7%[9.22 µM]	-13.6%[10 µM]	10.1%
25	1.2%	-26.2%	8.1%
26	.	-19.3%	78.9%[activator]
27	.	.	-18.6%
28	1.5%	-8.0%[10 µM]	3.0%
29	-5.9%	4.1%	1.5%
30	10.4%[9.22 µM]	5.3%[10 µM]	0.7%

Next part:
no.	smiles	GAA glycogen mod	GAA spleen mod	IMPase Li inh	GAA inhib
31	Cc1cc(C)n2c(SCc3c(C)noc3C)nnc2n1	3.8%	-1.8%	-1.6%	4.1%
32	C=CCSC1=C(C#N)C(c2cccc(OC)c2)CC(=O)N1 (centres undefined)	1.7%	5.1%	8.7%[38.3 µM]	-1.5%
33	CCNC(=S)N/N=C(\C)c1ccc2ccccc2c1OC(F)F	50.1µM*	4.4%	7.5%	3.2%
34	CN1CCN(CCOc2ccc(Cl)c(Cl)c2)CC1	0.6%	-10.8%	0.2%	-0.1%
35	NNC(=O)CSCc1nc(-c2ccc(Cl)cc2)cs1	2.7%	-0.8%	.	1.0%
36	Cc1cc(Oc2ccccc2)nc2ccc(O)cc12	-9.3%	6.3%	4.0%[38.3 µM]	?
37	CC(C)NC(=O)c1ccccc1NC(=O)C1COc2ccccc2O1 (centres undefined)	-1.1%	-7.7%	1.6%	1.1%
38	Cc1ccc(-n2c(Cn3ncc4ccccc4c3=O)n[nH]c2=S)cc1	10.3%	0.0%	3.2%	-6.3%
39	CN(C)c1ccc(C(=O)OCC(=O)NCCC2=CCCCC2)cc1	6.6%	1.1%	16.9%	5.6%
40	O=C1CSC(c2ccc(Cl)cc2)N1 (centres undefined)	-9.5%	-6.4%	6.1%[38.3 µM]	-0.2%

no.	HttQ103 aggreg	HTT cytoprotect	RGS12 GoLoco inh
31	16.7%	-0.3%[10 µM]	-0.4%
32	-6.5%	-12.1%[10 µM]	7.5%
33	10.6%	27.4%[10 µM]	11.6%
34	-16.3%	.	-0.4%
35	-15.7%[9.22 µM]	7.5%[10 µM]	4.6%
36	-9.0%	-10.1%	1.4%
37	-13.6%	14.2%[10 µM]	8.0%
38	24.3%	-4.9%	-1.2%
39	13.1%	-18.0%	13.0%
40	0.7%	-3.3%[10 µM]	6.7%

More records follow:
no.	smiles	GAA glycogen mod	GAA spleen mod	IMPase Li inh	GAA inhib
41	COc1ccc(CN(CC(=O)NC2CCCC2)C(=O)c2ccc(-c3ccccc3)[nH]2)cc1	-8.1%	-15.2%	4.3%	-4.6%
42	CC(=O)[C@H](CC(C)C)NC(=O)[C@@H](CC(C)C)NC(=O)[C@H](CC(C)C)NC(=O)OCc1ccccc1	.	6.9%	14.5%	.
43	CCCCC/C=C\C[C@@H](O)/C=C/C=C\CCC(=O)O	.	-4.4%	-5.4%	.
44	O=S(=O)(Nc1ncnc2sc3c(c12)CCC3)c1ccc(Cl)s1	4.9%	-4.4%	21.8%[38.3 µM]	-2.4%
45	COCCn1c(-c2cccs2)csc1=Nc1cccnc1	-3.6%	3.0%	10.7%	-9.3%
46	CC(C)(C)NC(=O)NC(=O)COc1ccccc1C#N	-15.0%	3.8%	25.5%[38.3 µM]	-9.3%
47	COc1ccccc1CCNC(=O)C1CCCO1 (centres undefined)	-2.5%	-0.6%	-14.1%[38.3 µM]	-10.3%
48	CCOC(=O)C(C)c1nc2ccccc2[nH]c1=O (centres undefined)	20.0%	-2.3%	17.8%[38.3 µM]	?
49	CCOC(=O)C1CCN(c2nc(N)c3c(N)nc(SCC(=O)O)cc3c2C#N)CC1	-3.1%	6.9%	.	8.0%

no.	HttQ103 aggreg	HTT cytoprotect	RGS12 GoLoco inh
41	-11.1%	-41.4%[inhibitor]	6.9%
42	.	-124.1%[inhibitor][1.9 µM]	1.7%
43	.	-30.9%[inhibitor]	1.2%
44	?	-9.9%	16.8%
45	-24.9%	-24.1%	-2.3%
46	-0.7%	-62.8%[inhibitor]	-16.9%
47	5.0%	-6.5%	2.6%
48	4.8%	-3.2%	-4.4%
49	-1.3%[9.22 µM]	8.7%[10 µM]	54.4%[activator]

From PubChem BioAssay
